PKA-R1A activ = activators of PKA-R1A holoenzyme, primary screen, biochemical, fluorescence polarization, Cy5-IP20, bovine R1A, mouse PKAc. PKA-R1A dissociation; scaled: DMSO 0%, 113 µM cGMP 100%. activation, % at 11.4 µM. cAMP-dependent protein kinase type I-alpha regulatory subunit (Bos taurus) + …. hit rate 0.083% among 340,000;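 active = percent activation above the mean of all tested compounds plus 3 SD, cut at about 19% in these data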;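 also: higher means more PKAc released from R1A so a rise in polarization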
DSG3 Ab inh = inhibitors of pemphigus antibody binding to DSG3, primary screen, biochemical, bead-based, flow cytometry, scFv-GFP | DSG3-coupled beads, scFv-anti-DSG3-GFP binding; active compounds read low | hit rate 0.48% among 310,000 | binding (percent of control), % at 10 µM;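 active = binding more than 3 SD below its plate's average and above zero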;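 also: hits lower antibody fragment binding to DSG3; some compounds called inactive have numbers as strong as hits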
Target sequence (P32926 whole entry, looked up, the tested form may be a part): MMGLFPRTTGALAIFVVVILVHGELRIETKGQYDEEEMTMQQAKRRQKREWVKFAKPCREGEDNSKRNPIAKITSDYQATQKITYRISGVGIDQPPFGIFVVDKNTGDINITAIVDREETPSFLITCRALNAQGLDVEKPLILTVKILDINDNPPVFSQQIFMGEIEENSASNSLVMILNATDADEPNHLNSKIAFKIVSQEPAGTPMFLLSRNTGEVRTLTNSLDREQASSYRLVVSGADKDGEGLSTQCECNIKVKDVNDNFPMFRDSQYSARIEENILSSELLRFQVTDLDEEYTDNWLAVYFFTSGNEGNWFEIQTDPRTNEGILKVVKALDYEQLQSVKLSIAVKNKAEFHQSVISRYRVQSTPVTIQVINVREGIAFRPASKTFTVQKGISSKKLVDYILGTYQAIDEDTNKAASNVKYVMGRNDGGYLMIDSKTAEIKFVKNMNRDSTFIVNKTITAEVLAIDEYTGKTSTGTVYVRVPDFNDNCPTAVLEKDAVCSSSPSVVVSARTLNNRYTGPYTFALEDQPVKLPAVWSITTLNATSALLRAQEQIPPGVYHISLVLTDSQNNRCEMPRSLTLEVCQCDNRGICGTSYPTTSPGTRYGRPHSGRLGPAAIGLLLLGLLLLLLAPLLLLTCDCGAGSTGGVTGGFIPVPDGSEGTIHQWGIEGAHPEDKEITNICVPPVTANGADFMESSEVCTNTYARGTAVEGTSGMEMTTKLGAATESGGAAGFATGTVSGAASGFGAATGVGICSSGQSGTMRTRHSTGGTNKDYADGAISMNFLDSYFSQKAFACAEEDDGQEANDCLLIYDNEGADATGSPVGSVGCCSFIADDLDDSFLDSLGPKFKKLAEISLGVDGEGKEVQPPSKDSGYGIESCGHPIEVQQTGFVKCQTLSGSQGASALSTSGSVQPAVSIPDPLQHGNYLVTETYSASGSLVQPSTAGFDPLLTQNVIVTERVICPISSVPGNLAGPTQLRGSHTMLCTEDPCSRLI
phage Ecoli inh = growth loss of phage-infected E. coli, primary screen, RecBCD inhibitor project, absorbance, with phage, HTS | inhibition, % at 11.9 µM | AID 651602, 2012 | hit rate 0.26% among 360,000; in the data active = inhibition above about 11%
An asterisk follows results filed as active. Not all compounds are listed; count on the stated rates, not on these rows.

Fields: PKA-R1A activ | DSG3 Ab inh | phage Ecoli inh
1) CCCCn1c(SCCN2CCCCC2)nc2c1c(=O)n(C)c(=O)n2C
 : -3.0 | 100.2 | 2.1
2) OCc1ccccc1Cn1ccnc1
 : -13.2 | 99.8 | 1.7
3) CCCCC(=O)NC(c1ccc(OC)cc1)c1ccc2cccnc2c1O (stereo unspecified)
 : 0.9 | 101.5 | 10.1
4) Cc1ccc2c(c1)C=CC(C#N)N2C(=O)Oc1ccccc1 (stereo unspecified)
 : 3.3 | 105.8 | 4.4
5) CN1OC[C@@H]2CN(Cc3ccccc3)[C@H](c3cccc(-c4ccccc4)c3)C[C@@H]21
 : 1.4 | 103.0 | 3.5
6) COc1ccc(S(=O)(=O)Nc2ccc3c(c2)C(=O)N([C@H](C)CO)C[C@H](C)[C@@H](CN(C)S(=O)(=O)c2cn(C)cn2)OCCCC[C@H](C)O3)cc1
 : 0.1 | 100.2 | 4.7
7) COc1ccc(-n2ccnc2SCC(=O)c2c(N)n(C3CC3)c(=O)[nH]c2=O)cc1
 : -7.7 | 100.7 | 4.3
8) CC1=C(C(=O)N2CCOCC2)CC(CC(=O)NCC2CCCCC2)C(=O)N1CCCN1CCCC1=O (stereo unspecified)
 : 0.6 | 98.2 | 0.1
9) O=C(C1CCCCC1)N1C[C@H](O)[C@@H](n2cc(C3CC3)nn2)C[C@@H]1c1ccccc1
 : -3.5 | 104.8 | 2.4
10) COc1ccc(-c2ccc(CN3C(C(C)C)C(=O)N(Cc4cn(Cc5ccco5)nn4)CCS3(=O)=O)cc2)cc1OC (stereo unspecified)
 : -2.7 | 103.8 | -1.9
11) C#CCOCC1CN(c2ccccc2)C(=O)O1 (stereo unspecified)
 : -12.9 | 98.9 | 0.0
12) Cc1cc(S(=O)(=O)Nc2ccc(C(=O)NC3CC3)cc2)ccc1F
 : -7.3 | 96.7 | 1.6
13) O=C(O)CN1C(=O)C2C3CCC(C3)C2C1=O (stereo unspecified)
 : 3.1 | 97.6 | 2.1
14) O=C(O)CCC(C(=O)O)N1C(=O)C2C3CCC(C3)C2C1=O (stereo unspecified)
 : 5.1 | 108.4 | 3.0
15) C[C@H](CO)N1C[C@H](C)[C@H](CN(C)S(=O)(=O)c2cccc(F)c2)OCc2ccccc2-c2c(n(C)c3ccccc23)C1=O
 : -3.0 | 100.9 | 3.2
16) COc1ccccc1OCC(=O)N1CCCCCC1
 : 7.2 | 101.3 | 2.0
17) CCOC(=O)c1cc(Cl)c2c(ccc3ccccc32)n1
 : -6.5 | 102.0 | 3.9
18) Cc1ccc(-c2ccc(CN3C(CC(C)C)C(=O)N(Cc4cn(CC5CCCCC5)nn4)CCS3(=O)=O)cc2)cc1 (stereo unspecified)
 : -0.6 | 106.4 | 3.6
19) CCCCOc1ccc(C(=O)NCC(=O)N2CCN(C/C=C/c3ccccc3)CC2)cc1
 : -1.7 | 99.0 | 3.5
20) COC(=O)c1c(NC(=O)c2ccccc2C(=O)O)sc2c1CCCC2
 : 7.9 | 94.0 | 5.7

Entries of single compounds from above:
Shown for C[C@H](CO)N1C[C@H](C)[C@H](CN(C)S(=O)(=O)c2cccc(F)c2)OCc2ccccc2-c2c(n(C)c3ccccc23)C1=O → PKA-R1A activ: -3.0; DSG3 Ab inh: 100.9; phage Ecoli inh: 3.2
Shown for CC1=C(C(=O)N2CCOCC2)CC(CC(=O)NCC2CCCCC2)C(=O)N1CCCN1CCCC1=O (stereo unspecified) → PKA-R1A activ: 0.6; DSG3 Ab inh: 98.2; phage Ecoli inh: 0.1

The list goes on:
Fields: PKA-R1A activ | DSG3 Ab inh | phage Ecoli inh
21) COc1ccc(NC2CCCN(C(=O)COc3ccc(C(C)=O)cc3)C2)cc1 (stereo unspecified)
 : 8.1 | 103.0 | 5.5
22) Cc1cc(=O)n2nc(N3CCCC(C(=O)NCCCN4C(C)CCCC4C)C3)sc2n1 (stereo unspecified)
 : 1.4 | 107.0 | -0.5
23) CCOC(=O)c1c(C)[nH]c(C)c1C(=O)COC(=O)/C=C/c1cccc([N+](=O)[O-])c1
 : -7.6 | 98.5 | 2.9
24) COc1cccc(/C=C/C(=O)OCC(=O)Nc2ccc3c(c2)OCO3)c1
 : 7.9 | 93.3 | 0.0
25) COCCCN1C(=O)C(CC(=O)NC2CCCC2)CC(C(=O)N2CCOCC2)=C1C (stereo unspecified)
 : 4.3 | 103.3 | 1.5
26) Cc1ccc(OCC(=O)Nc2ccncc2)cc1C
 : -2.9 | 99.5 | 3.3
27) N#Cc1ccc(NC(=S)NC(=O)C2CC2)cc1
 : 4.0 | 99.2 | 3.6
28) O=C(NCc1ccc(F)cc1)C1CCCN1S(=O)(=O)c1ccc(F)cc1 (stereo unspecified)
 : 6.5 | 96.9 | 1.2
29) Cn1c(=O)c2c(ncn2CC(=O)OCC(=O)Nc2cccc(C#N)c2)n(C)c1=O
 : 11.2 | 103.9 | 1.6
30) COc1ccc(CNC(=O)c2ccc(CS(=O)(=O)c3ccc(OC)cc3)o2)cc1
 : -2.2 | 100.5 | 2.9
31) COc1ccc(OC)c(C=NN=Cc2cc(OC)ccc2OC)c1
 : -0.1 | 97.2 | 0.7
32) CCOC(=O)C1(c2ccccc2)SC(C(=O)OCC)(c2ccccc2)S1 (stereo unspecified)
 : 4.2 | 99.5 | -0.2
33) COc1ccc(N2CCN(C(=O)CCCCCn3c(=S)[nH]c4ccc(N5CCOCC5)cc4c3=O)CC2)cc1
 : 2.2 | 100.2 | 2.8
34) C#CCN(C[C@@H]1[C@@H](OC(=O)NCc2ccccc2F)[C@@H](OC(=O)NCc2ccccc2F)CN(C(=O)OC(C)C)N1C(=O)OC(C)C)S(=O)(=O)c1ccc(C)cc1
 : 9.9 | 98.2 | 8.8
35) O=S(=O)(c1ccccc1)N1CCN(Cc2nnc(-c3ccccc3)o2)CC1
 : 7.7 | 102.4 | 1.6
36) CC(C)(C)OC(=O)N1CCc2onc(-c3ccc(Cl)cc3)c2C1=O
 : -4.8 | 99.8 | 0.4
37) CC(C)c1ccc(S(=O)(=O)N2CCN(C(=O)CCc3nc4ccccc4c(=O)[nH]3)CC2)cc1
 : -0.6 | 93.7 | 4.2
38) Cc1nc(-c2ccc(F)cc2)c(CC(=O)N(C)CC(=O)Nc2cccc(F)c2)s1
 : 8.7 | 98.1 | 2.6
39) Cc1nc2ccccn2c(=O)c1NC(=O)c1ccco1
 : 7.8 | 98.2 | 1.9
40) COc1ccc(N2CCN(CC(=O)Nc3ccccc3C(=O)NC(C)c3ccccc3)CC2)cc1 (stereo unspecified)
 : 6.8 | 96.8 | 4.1
41) Cc1ccc(NC(=O)c2ncn(CCCNCC3CCCCC3)n2)cc1C
 : -0.6 | 110.5 | 5.1
42) COc1ccc(C=NCCc2ccc(OC)c(OC)c2)cc1OC
 : -5.7 | 101.0 | 3.6
43) CCOC(=O)C1=C(C)OC(=Cc2ccccc2)C1=O
 : -3.5 | 104.7 | 3.5
44) CCOC(=O)CC1C(=O)NCCN1C(=S)NC(=O)c1ccc(C)c(Br)c1 (stereo unspecified)
 : 0.0 | 97.5 | -0.5
45) C[C@@H]1CN([C@H](C)CO)C(=O)CCCn2nncc2CO[C@H]1CN(C)Cc1cccc(C(F)(F)F)c1
 : -9.4 | 104.0 | 1.9
46) COc1ccc(C2CCc3cc4c(cc3C2=NO)OCO4)cc1OC (stereo unspecified)
 : 5.0 | 109.1 | 5.5
47) CC1=C(C(=O)N(C)C)CC(CC(=O)NCC2CCCCC2)C(=O)N1CCCN1CCCC1=O (stereo unspecified)
 : 5.2 | 105.7 | 0.6
48) Cc1cccc(NC(=O)CN2CCN(C(=O)c3cc(C4CC4)nn3-c3ccccc3)CC2)c1C
 : -4.4 | 109.7 | 1.4
49) NNC(=O)Cc1cc(=O)[nH][nH]1
 : -2.1 | 104.3 | 3.0
50) COc1cc(NC(=O)C2CCN(S(=O)(=O)c3cccs3)CC2)c(C(=O)O)cc1OC
 : -6.1 | 99.0 | 2.9
51) Cc1ccc(N2CC(C(=O)Nc3cccc(S(=O)(=O)N4CCOCC4)c3)CC2=O)cc1 (stereo unspecified)
 : -0.3 | 97.3 | 1.1
52) CSc1ncnc2c1ncn2CCCN1CCN(c2ccccn2)CC1
 : -10.3 | 107.1 | 3.9
53) O=C(NN=Cc1ccc(Cl)cc1Cl)c1ccccc1
 : -4.6 | 101.2 | 3.8
54) O=C1OCC/C1=C1/NCCNC1=O
 : 6.1 | 98.3 | 1.8
55) C[C@@H]1CCCCO[C@@H](CN(C)S(=O)(=O)c2ccccc2)[C@@H](C)CN([C@H](C)CO)C(=O)c2cc(N(C)C)ccc2O1
 : 0.9 | 103.9 | 2.3
56) CN(C)Cc1c[nH]c2nccnc12
 : 9.0 | 102.2 | 3.1
57) NS(=O)(=O)c1ccc(CCNC(=O)c2cc(S(=O)(=O)N3CCCCC3)ccc2Cl)cc1
 : 6.9 | 100.3 | 2.7
58) CCC(=O)Oc1ccc(NC(=O)c2ccc(S(=O)(=O)N3CCCC3)cc2)cc1
 : -3.0 | 92.7 | 2.9
59) CCN(C(=S)Nc1cccc2ccccc12)c1ccccc1
 : 3.2 | 102.7 | 0.2
60) COc1ccc(C(=O)NCC(c2ccco2)N2CCc3ccccc3C2)c(OC)c1 (stereo unspecified)
 : -5.0 | 98.2 | 0.0
61) N#Cc1cnn2c(=O)[nH]cnc12
 : -8.6 | 105.2 | 1.9
62) CC(=O)Nc1ccc(OCc2cn(CC(=O)c3ccc(O)cc3)nn2)cc1
 : -2.8 | 100.8 | 1.1
63) Cc1ccccc1OCc1nnc(SC(C)C(=O)O)n1-c1ccccc1 (stereo unspecified)
 : 9.1 | 98.9 | 3.6
64) C#CCOC(=O)CCCN1C(=O)c2cccc3cccc(c23)C1=O
 : 4.3 | 102.0 | 2.1
65) C=Cn1cc(CNC[C@H]2O[C@@H](n3ccc(N)nc3=O)[C@H](O)[C@@H]2O)c(C)n1
 : -5.2 | 100.3 | 5.7
66) Cc1c(NC(=O)COC(=O)c2ccccc2O)c(=O)n(-c2ccccc2)n1C
 : 8.9 | 94.8 | 2.8
67) Cc1cnc(N)nc1-c1ccccc1
 : 2.8 | 108.4 | 2.3
68) CC(C)Oc1ccc(S(=O)(=O)N2CCOCC2)cc1NC(=O)CSC(=S)N1CCCC1
 : 0.8 | 96.5 | 2.1
69) CCn1nnnc1-c1ccc(OC)c(S(=O)(=O)Nc2ccccc2OC)c1
 : 3.0 | 105.8 | -1.1
70) N#Cc1ccc(NN=Nc2ccccc2C#N)cc1
 : -1.2 | 103.4 | 3.1
71) COc1ccc(CN2C(=O)C(CC(=O)NC3CCCCC3)CC(C(=O)N(C(C)C)C(C)C)=C2C)cc1 (stereo unspecified)
 : 0.5 | 93.5 | 0.2
72) COc1cc2c(cc1OC)CN(C(=O)c1cc(COc3ccccc3SC)on1)CC2
 : -5.8 | 108.4 | -0.2
73) CN(C)Cc1cc(OCc2ccccc2)cc(CN(C)C)c1O
 : 7.8 | 101.2 | 1.6
74) COc1ccc(C(=O)N/C(=C/c2cccs2)C(=O)N2CCN(C)CC2)cc1
 : -7.7 | 103.7 | 4.6
75) C1=C\CCC2(OCCO2)C2(CC/1)OCCO2
 : 7.8 | 96.7 | 3.3
76) COc1ccc(-c2cc(C(=O)N(C)CC(=O)Nc3cccc(F)c3)c3ccccc3n2)cc1OC
 : 1.4 | 95.8 | 1.3
77) O=C(NCc1cccs1)c1ccc(Cl)c(S(=O)(=O)N2CCOCC2)c1
 : 6.9 | 98.0 | 0.5

Of the compounds above, these have a halogen.
Fields: PKA-R1A activ | DSG3 Ab inh | phage Ecoli inh
12) Cc1cc(S(=O)(=O)Nc2ccc(C(=O)NC3CC3)cc2)ccc1F
 : -7.3 | 96.7 | 1.6
15) C[C@H](CO)N1C[C@H](C)[C@H](CN(C)S(=O)(=O)c2cccc(F)c2)OCc2ccccc2-c2c(n(C)c3ccccc23)C1=O
 : -3.0 | 100.9 | 3.2
17) CCOC(=O)c1cc(Cl)c2c(ccc3ccccc32)n1
 : -6.5 | 102.0 | 3.9
28) O=C(NCc1ccc(F)cc1)C1CCCN1S(=O)(=O)c1ccc(F)cc1 (stereo unspecified)
 : 6.5 | 96.9 | 1.2
34) C#CCN(C[C@@H]1[C@@H](OC(=O)NCc2ccccc2F)[C@@H](OC(=O)NCc2ccccc2F)CN(C(=O)OC(C)C)N1C(=O)OC(C)C)S(=O)(=O)c1ccc(C)cc1
 : 9.9 | 98.2 | 8.8
36) CC(C)(C)OC(=O)N1CCc2onc(-c3ccc(Cl)cc3)c2C1=O
 : -4.8 | 99.8 | 0.4
38) Cc1nc(-c2ccc(F)cc2)c(CC(=O)N(C)CC(=O)Nc2cccc(F)c2)s1
 : 8.7 | 98.1 | 2.6
44) CCOC(=O)CC1C(=O)NCCN1C(=S)NC(=O)c1ccc(C)c(Br)c1 (stereo unspecified)
 : 0.0 | 97.5 | -0.5
45) C[C@@H]1CN([C@H](C)CO)C(=O)CCCn2nncc2CO[C@H]1CN(C)Cc1cccc(C(F)(F)F)c1
 : -9.4 | 104.0 | 1.9
53) O=C(NN=Cc1ccc(Cl)cc1Cl)c1ccccc1
 : -4.6 | 101.2 | 3.8
57) NS(=O)(=O)c1ccc(CCNC(=O)c2cc(S(=O)(=O)N3CCCCC3)ccc2Cl)cc1
 : 6.9 | 100.3 | 2.7
76) COc1ccc(-c2cc(C(=O)N(C)CC(=O)Nc3cccc(F)c3)c3ccccc3n2)cc1OC
 : 1.4 | 95.8 | 1.3
77) O=C(NCc1cccs1)c1ccc(Cl)c(S(=O)(=O)N2CCOCC2)c1
 : 6.9 | 98.0 | 0.5

Source: PubChem BioAssay
